NCI-60 one-dose screen, 48 h, at 10 µM unless noted. Numbers give growth in % (100 = growth as untreated, 0 = no growth, -100 = all killed).
HL-60(TB): HL-60(TB) leukemia cells; 78,000 compounds, 9% hits; active = growth percent below 10
Starred values were filed as active, the others as inactive; & = joins results of further samples. Only part of the results is shown; rates above refer to the full screens.

SMILES | HL-60(TB)
COc1cc2c(O)n(CCCN3CCOCC3)c3c4cnc5cccc(c(=O)c3c2cc1OC)c54 | 43
CCN(CCO)c1ccccc1 | 73
CC(=O)c1ccc(Nc2nc(Cl)nc(Oc3c(Cl)cccc3Cl)n2)cc1 | 98
c1ccc(-c2c(-c3ccccc3)[n+](Cc3ccc4ccccc4c3)c(-c3ccc(-c4nc5ccccc5s4)cc3)n2Cc2ccc3ccccc3c2)cc1 | -57*
CNc1c(C#N)c2c(N)ncnc2n1COCCOC | 86
COc1cc(C2c3cc(OC(C)=O)c(OC)cc3CC3C(=O)OCC32)ccc1OC(C)=O (configuration not stated) | 72
CC1(C)N=C(N)N=C(N)N1c1ccc(F)cc1 | 43
CO[C@H](/C(C)=C/C=C\[C@@H]1C(C)=C[C@@H]2C[C@H](O)CC(=O)[C@@H]2[C@H]1/C=C(C)/C=C/[C@@H](C)NC(=O)[C@H](C)C/C=C/C[C@@H](O)Cc1ccc(O)cc1)[C@@H](C)C(=O)O | 113
COc1ccc(-c2nc(/N=C/c3ccc(O)cc3)n[nH]2)cc1 | 58
O=C(NCn1c(=O)[nH]c2ccccc2c1=O)NC1CCCCC1 | 94
COc1cnc(NC(=O)c2ccc(Cl)cc2)s1 | 69
CCOc1ccc(N2C(N)=NC(N)=NC2(C)C)cc1 | 16
O=C(Nc1ccccc1)c1cc(-n2cnc([N+](=O)[O-])c2)cc(-n2cnc([N+](=O)[O-])c2)n1 | 96
C=C(C)[C@@H]1CC[C@]2(C(=O)N3CCN(C)CC3)CC[C@]3(C)[C@H](CC[C@@H]4[C@@]5(C)CCC(=O)NC(C)(C)[C@@H]5CC[C@]43C)[C@@H]12 | 93
COC1=C[C@@]23CCC(=O)N2CCc2cc4c(cc2[C@H]3[C@H]1OC(=O)C(C)(C)O)OCO4 | 87
COc1ccc(C(=O)CCN2CCC(C)CC2)cc1 | 99
COc1cc(C2CC(c3cc(OC)c(OC)c(OC)c3)=NN2C(C)=O)ccc1Oc1ccnc2cc(Cl)ccc12 (configuration not stated) | 82
Cc1nc2scc(-c3ccc(Cl)cc3)n2c(=O)c1CCNc1ccc(S(=O)(=O)N=C(N)N)cc1 | 89
COc1cc2c(cc1OCCCOC1=C=C=C(c3ccc4c(c3)c3cc(-c5ccc(OCCCOc6cc7c(cc6OC)C(=O)N6CCC[C@H]6C=N7)cc5)ccc3n4S(=O)(=O)c3ccc(C)cc3)C=C1)N=C[C@@H]1CCCN1C2=O | 11
O=C(Nc1nccs1)c1ccc2ccc3ccc(C(=O)Nc4nccs4)nc3c2n1 | 83
N/C(=N\c1nc2ccccc2s1)NC(=O)Nc1ccccc1F | -5.3*
CCOc1ccccc1/C=N/N1CCCCCC1 | 99
Cn1cccc([N+](=O)[O-])c1=O | 90
COc1ccc(OC)c(/C=C2\COc3ccc(O)cc3C2=O)c1 | 82
Nc1cc(Br)c(-c2nnc(CCC(=O)c3nc4ccccc4[nH]3)o2)c(Br)c1 | 88

Compounds shown so far with a nitro group on carbon:
SMILES | HL-60(TB)
O=C(Nc1ccccc1)c1cc(-n2cnc([N+](=O)[O-])c2)cc(-n2cnc([N+](=O)[O-])c2)n1 | 96
Cn1cccc([N+](=O)[O-])c1=O | 90

The list goes on.
SMILES | HL-60(TB)
Cc1c(C(N)=O)sc2ncn(CC(=O)NN=C3CCCCC3)c(=O)c12 | 123
C=CCCCOC(C)=O | 89
Cc1cccc(C)c1C(=N)c1ccccc1Cc1ccccc1 | 96
OCc1n(Cc2ccc3ccccc3c2)cc[n+]1Cc1ccc2ccccc2c1 | 6.8*
O=c1cc(N2CCOCC2)oc2c(-c3ccc4c(c3)OCCO4)csc12 | 4.4*
CCc1c(C)c2ccc(O)c(NC(=O)Nc3cccc(Cl)c3)c2oc1=O | 58
CS(=O)(=O)c1ccc(-c2nc3ccccn3c2/C=N/Nc2ccccc2)cc1 | 66
COc1ccc(-n2c(SCC(=O)Nc3ccc(S(=O)(=O)Nc4cc(C)on4)cc3)nc3ccccc3c2=O)cc1 | 140
N#CC(C#N)N=Nc1ccc(Br)cc1 | -11*
Cc1c(C(=O)N[C@H]2CCCN(Cc3ccccc3)C2)[nH]c2ccc(Cl)cc2c1=O | 98
Oc1ccccc1C=NCCSSCCN=Cc1ccccc1O | 118
O=C1Cc2cc(-c3nnc(Nc4nc5ccccc5s4)s3)ccc2N1 | 98
O=C(CCCCCCN1CC(=O)N2[C@H](c3ccc(Br)cc3)c3[nH]c4ccccc4c3C[C@@H]2C1=O)NO | 5.8*
O=[N+]([O-])c1ccc(Br)c(Br)c1 | 76
Cc1ccc(Sc2ccc3[nH]c(=O)[nH]c(=O)c3c2)cc1 | 80
O=C1OC(c2ccc(Cl)cc2)(c2ccc(Cl)cc2)c2ccccc21 | 71
CC(=O)Nc1c(Nc2ccccc2)[nH]c(C)nc1=S | 99
CC1=C(C)C(=O)C(C(CCCCCC(=O)O)c2ccccc2)=C(C)C1=O (configuration not stated) | 81
Cn1c2ccc(Cl)cc2c2nn(C(=O)c3ccccc3)c(=O)nc21 | 113
CC12CCC(CC1)C2(C)C | 108
Cc1ccc(C(=O)NNC(=O)c2ccccc2)cc1 | 107
O=S(=O)(Nc1ccc(F)c(F)c1)c1ccc(-c2ccc(F)cc2F)cc1 | 93
Nc1nc2ccccc2c2c(=O)c3ccc(Cl)cc3sc12 | 92
CCCCC/C=C\C/C=C\C/C=C\C/C=C\CCCC(=O)NCC(=O)O | 104
NN=C1C(Cl)=C(Cl)C(Cl)=C1Cl | 91

(next part)
SMILES | HL-60(TB)
CCCCCCN(CCCCCC)CCCNc1nccc2ccccc12 | -1.2*
CCCC1O[C@@H]2CC3C4CCC5=CC(=O)C=CC5(C)C4[C@@H](O)CC3(C)[C@]2(C(=O)CO)O1 (some centres not stated) | 106
N#Cc1c(Nc2ccccc2)nn2c(-c3ccc(Br)cc3)ccnc12 | 91
COc1ccc2sc3cc(Cl)ccc3c(=O)c2c1 | 83
N#Cc1nc(-c2ccc(Cl)cc2)oc1N1CCCCC1 | 95
CC1=C(C)C(=O)C(N2CCOCC2)=CC1=O | 108
O=Cc1ccc(/C=C2/SC(=O)NC2=O)cc1 | 104
COc1cc2c(cc1OC)-n1c(cnc1-c1ccccc1)N1NC(=O)CN=C21 | 91
O=C(Nc1ccc([N+](=O)[O-])cc1NC(=O)c1ccccc1)c1ccccc1 | 64
O=C(CN1CCCCC1)Sc1nnc2sc3ccccc3n12 | 99
Cn1cnc2c(N3CCN(C(=O)c4cc5ccccc5[nH]4)CC3)nc(Cl)nc21 | 81
O=c1cc(-c2sc(N3CCCC3)nc2-c2ccccc2)c2cc(Cl)ccc2o1 | 97
Nc1cc(F)c(-c2ccc(F)cc2)cc1NC(=O)N1Cc2nccnc2C1 | 89
C#COC(CC)CCCCC (configuration not stated) | 102
O=C(Nc1ccc(-c2nc(-c3cccc(O)c3)c(-c3ccnc(Br)c3)[nH]2)cc1)c1ccccc1 | -53*
CSc1ccc(C(=O)Nc2ccc3nn(/C(C#N)=C/c4ccccn4)nc3c2)cc1 | -22*
CCOC(=O)C(c1ccccc1)N1C(=O)c2ccccc2C1=O (configuration not stated) | 115
COC1/C=C/OC2(C)Oc3c(C)c(O)c4c(O)c(c(/C=N/N(c5ccccc5)c5ccccc5)c(O)c4c3C2=O)NC(=O)C(C)=C/C=C/C(C)C(O)C(C)C(O)C(C)C(OC(C)=O)C1C (configuration not stated) | 53
O=C(/C=C/c1ccco1)c1ccc(Nc2nc(Nc3ccc(F)cc3)nc(Nc3ccc(Cl)cc3)n2)cc1 | -94*
CCOC(=O)Oc1ccc(C)cc1[N+](=O)[O-] | 103
Cc1ccc2cccc([N+](=O)[O-])c2n1 | 95&93
COc1ccc(C(=O)/C=C/c2cc3ccccc3[nH]c2=O)cc1 | 34
O=C(CBr)OCCCl | 113
O=C(O)C(=Nc1ccccc1)c1c[nH]c2ccccc12 | 101
O=S(=O)(O)c1cc(N=Nc2cc(S(=O)(=O)O)c3cccnc3c2O)ccc1/C=C/c1ccc(N=Nc2cc(S(=O)(=O)O)c3cccnc3c2O)cc1S(=O)(=O)O | 86

Additional results:
SMILES | HL-60(TB)
O=S(=O)(c1cc(Br)ccc1O)c1cc(Br)ccc1O | 75
Cc1nc(N)sc1Sc1nc2ccc(Cl)cc2c(=O)n1Cc1ccccc1 | 104
CN(Cc1ccc(Cl)cc1)Cc1ccc(Cl)cc1 | 100
NS(=O)(=O)c1ccc(CN=C2NC(=O)S/C2=C\c2ccc(Br)cc2)cc1 | 97
O=[N+]([O-])c1ccc(-c2nnc(Cn3c(Cc4cccc5ccccc45)nc4ccccc43)o2)cc1 | 61
Oc1ccc(O)c(O)c1 | 105
Cc1ccc(/C=C2\SC(=O)N(Cc3cc4ccccc4nc3Cl)C2=O)c(C)c1 | 122
C[C@]12CC[C@@H]3c4cc(N)c(O)cc4CC[C@H]3[C@@H]1CC[C@@H]2O | 113
O=[N+]([O-])c1ccc(-c2cc(CCCCO)on2)cc1 | 101
COc1c2c(cc3occc13)O/C(=C\c1ccc(Cl)cc1)C2=O | 90
CCN1CCN(c2ccc(Nc3ncnc4c3nnn4CCc3cc(OC)cc(OC)c3)cc2)CC1 | 88
CC[C@](O)(C(=O)O)c1cc2n(c(=O)c1CO)Cc1cc3ccccc3nc1-2 | -45*
CC(C)NC1CCC(Nc2ccnc3cc(Cl)ccc23)CC1 (configuration not stated) | 58
CC(C)C1=C[C@@]23CC[C@@H]4[C@](C)(CCC[C@]4(C)C(=O)N4CCCC4)[C@H]2C[C@@H]1[C@H]1C(=O)CCC(=O)[C@H]13 | 80
COc1ccc(Cl)cc1NC(N)=S | 101
CN(c1ccc(C(=O)NCCSCc2ccco2)cc1)S(C)(=O)=O | 98
C#CC[N+](CC)(CC)CC#CCC[N+](CC)(CC)CC#C | 95
O=c1c2cc3ccccc3cc2[nH]c(=S)n1-c1ccc(S(=O)(=O)Nc2ccc(Cl)nn2)cc1 | 99
O=C(O)c1cccc2cccc(-c3c4ccc(=O)c(O)c-4oc4c(O)c(O)ccc34)c12 | 68
CCCCNC(=O)NS(=O)(=O)c1ccc(N2N=C(c3ccc(C)cc3C)CC2c2ccc(OC)c(OC)c2)cc1 (configuration not stated) | 75
CCOC(=O)C(Nc1ccccc1)c1ccc(N(CC)CC)cc1 (configuration not stated) | 92
COc1ccc(-c2cc(C(=O)N3CCN(C(=O)c4ccccc4NCc4ccco4)CC3)nc3cc(-c4ccccc4)nn23)cc1 | 111
O=C1CC(n2c(O)c(C=Nc3ccc(Cl)cc3)sc2=S)C(=O)N1c1ccc(Cl)cc1 (configuration not stated) | 104
COc1ccc(C2CC(c3ccc(Cl)cc3)=NN2c2ccc(Cl)cc2)cc1 (configuration not stated) | 94
CCN(CC)c1ccc2cc(C(Nc3ccc(Br)cc3)c3nnnn3C(C)(C)C)c(=O)oc2c1 (configuration not stated) | 87

Part of the list above in order of SMILES length, low to high:
SMILES | HL-60(TB)
Oc1ccc(O)c(O)c1 | 105
CCOC(=O)C(Nc1ccccc1)c1ccc(N(CC)CC)cc1 (configuration not stated) | 92
COc1ccc(C2CC(c3ccc(Cl)cc3)=NN2c2ccc(Cl)cc2)cc1 (configuration not stated) | 94
C[C@]12CC[C@@H]3c4cc(N)c(O)cc4CC[C@H]3[C@@H]1CC[C@@H]2O | 113
CCN(CC)c1ccc2cc(C(Nc3ccc(Br)cc3)c3nnnn3C(C)(C)C)c(=O)oc2c1 (configuration not stated) | 87
O=c1c2cc3ccccc3cc2[nH]c(=S)n1-c1ccc(S(=O)(=O)Nc2ccc(Cl)nn2)cc1 | 99
CCCCNC(=O)NS(=O)(=O)c1ccc(N2N=C(c3ccc(C)cc3C)CC2c2ccc(OC)c(OC)c2)cc1 (configuration not stated) | 75

Continuation.
SMILES | HL-60(TB)
CC[C@H](C)[C@H](NC(=O)c1cccn1C)C(=O)N(C)[C@H](C[C@@H](OC(C)=O)c1nc(C(=O)N[C@@H](Cc2ccccc2)C[C@H](C)C(=O)OC)cs1)C(C)C | -37*
COc1ccc(-n2c(Sc3sc(N)nc3C)nc3ccc(Cl)cc3c2=O)cc1 | 95
N/C(=N\c1nc2ccccc2s1)NC(=O)NCCCCCCO | 46
O=C(CCCCCCSc1nc(-c2ccc(Cl)cc2)cc(-c2ccc(Cl)cc2)n1)NO | 10.0*
Nc1nc(N)c2c(n1)NC(c1ccc3c(c1)OCO3)CC(c1ccc(Cl)cc1)=N2 (configuration not stated) | 98
Cn1ncc2c(=S)nc(Cl)[nH]c21 | 120
CN1C(=O)C2(Nc3ccccc3S2)c2cc(F)ccc21 (configuration not stated) | 83
Cn1c(=O)c2c(n(C)c1=O)n(C)c(=O)n2C | 59
COC(=O)[C@]12CC[C@@H](C)[C@H](C)[C@@H]1C1=CC[C@@H]3[C@@]4(C)C(c5cnco5)=C[C@@](C)(CO)C4=CC[C@@]3(C)[C@]1(C)CC2 | 22
c1ccc(CN2OCc3[nH]nc(-c4ccccc4)c3[C@@H]2c2ccccc2)cc1 | 97
O=C1c2ccccc2C23C(=C(Br)c4ccccc42)CCCN13 (configuration not stated) | 100
N#CC1=C(/N=C/c2ccccc2)Oc2c(ccc3ccccc23)C1c1ccccc1 (configuration not stated) | 0.3*
C=C(C)[C@@H]1CC[C@]2(C)[C@H](CC(=O)N[C@H]3[C@@H]4C[C@](C)(C(=O)OC)CC[C@]4(C)CC[C@]32C)[C@@]1(C)CCC#N | 83
CCOC(=O)c1[nH]c(=O)c2c(C)nc(-c3ccccc3)cc2c1O | 111
CCOC(=O)C1=C(C)N2C(=NC3=C(CCCC/C3=C\c3ccc(OC)c(OC)c3)C2c2ccc(OC)c(OC)c2)S1 (configuration not stated) | 90
CC(=O)Oc1ccccc1[N+](=O)[O-] | 105
Cc1nn(CC(N)=O)c2c1C(=O)CC(C)(C)C2 | 80
COc1ccc(N2N=C(c3ccc4c(c3)OCCO4)CC2c2cccc(NC(=O)CCCNS(=O)(=O)c3ccc(OC)cc3)c2)cc1 (configuration not stated) | 77
CC(C)SP(=S)(SC(C)C)SC(C)C | 120

Bioassay records deposited in PubChem BioAssay by NCI.
